Screens deposited in PubChem BioAssay by National Center for Advancing Translational Sciences (NCATS).
SW480 rereplic: inducers of DNA re-replication in SW480 colon cancer cells | SW480 DNA re-replication, Hoechst DNA content imaging, 48 h | Potency, µM (highest dose often 46.1 µM), for inactives: at the top dose re-replication activation, usual class: activators | 340,000 compounds, 1.8% hits | AID 624297; also: potency is read from the fitted curve at half-maximal effect; % of control where 0% means no effect; nearly all actives have a fitted effect of over 55% in size
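Cells (250 per well) received 23 nL compound or DMSO by pin tool and were kept 48 hr at 37 C, 5% CO2. Nuclei were then stained with Hoechst for 40 min and scanned for DNA content.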
KB-V1 MDR tox: kills drug-selected multidrug resistant KB-V1 cells; KB-V1 MDR cells viability, CellTiter-Glo, 72 h; Potency, µM (highest dose often 46.1 µM), for the others: at the highest dose activity change, negative = cytotoxicity, actives largely listed as cytotoxic; 400,000 compounds, 3.4% hits; AID 1347076; also: potency is read from the fitted curve at half-maximal effect; % is scaled to controls: 0 for no effect and ±100 for the full control effect; nearly all actives have a fitted effect of over 60% in size
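Cytotoxicity via CellTiter-Glo luminescence after 72 h compound exposure at 37 degrees C. Cells: drug-selected KB-V1 line, DMEM phenol-red free plus 10% FBS. Compounds tested at multiple concentrations; normalized data fitted to concentration-effect curves.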
HT1080 IDH1KD tx: HT-1080 IDH1 knockdown cell toxicity (counter line). 360,000 compounds, 2% hits. HT-1080 IDH1 knockdown viability, ATP luminescence, 48 h. AID 686971. Potency, µM (top dose mostly 46.1 µM), for the others: at the highest dose activity, negative = toxicity, usual class: cytotoxic;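 also: potency is read from the fitted curve at half-maximal effect; 0% = DMSO wells and -100% = cell-free medium wells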
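Luminescent ATP read-out (CellTiter-Glo, 10 min at room temperature) after 48 h compound exposure at 37 °C gave viability of IDH1-knockdown HT-1080 cells. Activity was normalised to DMSO and cell-free wells, then fitted as concentration-response curves.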
D3 antag: antagonists of human D3 dopamine receptor; P35462; D3R cells, DiscoveRx beta-arrestin luminescence, antagonist mode; active compounds read low; max response, negative = inhibition, %; 360,000 compounds, 2.5% hits; AID 652054; in the data active = max response below about -50%; inconclusive = no clear call, values can overlap the other calls; also: % is scaled to controls: 0 for no effect and ±100 for the full control effect; mostly tested at two doses, the higher about 12 µM
Target sequence (P35462 whole entry, looked up): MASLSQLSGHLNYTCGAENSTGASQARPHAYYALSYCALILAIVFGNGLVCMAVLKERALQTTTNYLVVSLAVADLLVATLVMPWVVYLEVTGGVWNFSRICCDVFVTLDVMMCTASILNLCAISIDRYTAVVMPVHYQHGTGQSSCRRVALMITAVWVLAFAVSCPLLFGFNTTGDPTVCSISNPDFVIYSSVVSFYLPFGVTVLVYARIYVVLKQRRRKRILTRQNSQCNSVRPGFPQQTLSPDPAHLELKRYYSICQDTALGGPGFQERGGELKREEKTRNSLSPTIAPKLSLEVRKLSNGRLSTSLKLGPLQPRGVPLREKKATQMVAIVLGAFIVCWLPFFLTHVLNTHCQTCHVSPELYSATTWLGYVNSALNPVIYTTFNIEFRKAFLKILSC
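Cells plated overnight at 1500 cells/well, then exposed to library compounds with dopamine controls for 90 minutes at 37 degrees C. DiscoveRx reagent added for 30–60 minutes at room temperature; luminescence read, quantitative HTS format.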
HT1080-NT tox: kills 2HG-producing HT-1080-NT fibrosarcoma cells; Potency, µM (doses to about 46.1 µM), for the others: at the highest dose activity, negative = less viability, usual class: cytotoxic; 360,000 compounds, 1.6% hits; AID 686970; HT-1080-NT fibrosarcoma viability, CellTiter-Glo ATP luminescence, 48 h;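 also: NT is the 2HG producing partner of a matched IDH1 knockdown line; potency is read from the fitted curve at half-maximal effect; 0% = DMSO-treated cells and -100% = media-only wells without cells; nearly all actives have a fitted effect of over 55% in size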
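Luminescent CellTiter-Glo readout after 48 hours of compound exposure at 37 degrees C defined viability of HT-1080-NT cells. Activity was normalized to DMSO wells and cell-free media wells; concentration-response curves were fitted and assigned curve classes.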
GLP-1R agonist: GLP-1 receptor (human) agonism. P43220. HEK293 GLP-1R CRE-luciferase, luminescence, 4-6 h; cells express a hypersensitive GLP-1R form. Potency, µM (top dose mostly 45.6 µM), for the others: at the highest dose activation, most hits filed as activators. 380,000 compounds, 0.007% hits. AID 624172; also: potency is read from the fitted curve at half-maximal effect; % of control where 0% means no effect
Target sequence (P43220 whole entry, looked up): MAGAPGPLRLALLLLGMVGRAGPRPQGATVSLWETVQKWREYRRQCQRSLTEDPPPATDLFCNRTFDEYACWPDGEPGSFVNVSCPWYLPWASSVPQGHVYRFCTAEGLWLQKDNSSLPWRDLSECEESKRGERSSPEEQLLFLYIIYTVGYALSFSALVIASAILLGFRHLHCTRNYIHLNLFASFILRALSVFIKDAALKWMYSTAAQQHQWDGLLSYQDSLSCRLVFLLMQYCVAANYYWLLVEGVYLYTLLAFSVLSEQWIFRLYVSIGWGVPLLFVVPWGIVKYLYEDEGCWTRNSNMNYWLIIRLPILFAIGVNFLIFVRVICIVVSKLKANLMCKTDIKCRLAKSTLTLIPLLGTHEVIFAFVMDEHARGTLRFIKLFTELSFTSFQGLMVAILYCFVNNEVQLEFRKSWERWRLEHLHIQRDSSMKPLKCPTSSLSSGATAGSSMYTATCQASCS
KB-3-1 tox: kills parental KB-3-1 adenocarcinoma cells; KB-3-1 viability, CellTiter-Glo ATP luminescence, 72 h; Potency, µM (top dose mostly 46.1 µM), without a hit: at the highest dose activity change, negative = cytotoxic, hits mostly cytotoxic; 400,000 compounds, 1.4% hits; also: potency is read from the fitted curve at half-maximal effect; % is scaled to controls: 0 for no effect and ±100 for the full control effect; nearly all actives have a fitted effect of over 60% in size
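Parental KB-3-1 viability, qHTS format: 72 h compound exposure, 37 °C; CellTiter-Glo; media-only wells and DMSO plates as controls; concentration-effect fits on corrected data.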
D3 ag: D3 dopamine receptor (human) agonism; P35462; D3R DiscoveRx beta-arrestin cells, luminescence, 90 min; max activation, %; 410,000 compounds, 0.58% hits; in the data active = max activation above about 30%; also: 0% is about no effect; mostly tested at two doses, the higher about 12 µM
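Agonist mode: compounds and dopamine controls were applied to plated cells for 90 min at 37 degrees C after an overnight attachment at 1500 cells/well. Luminescent read-out followed 30 - 60 minutes at room temperature with DiscoveRx detection reagent.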
IL-1B inflam inh: inflammasome signaling inhibition, IL-1 beta readout; THP-1 LPS/ATP IL-1B secretion, AlphaLISA, 16 h; active compounds read low; activity change, % at 57.5 µM; 360,000 compounds, 4.7% hits; in the data active = activity change below about -50%; inconclusive = mostly about -30% to -49%; also: % is scaled to controls: 0 for no effect and ±100 for the full control effect
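THP-1 cells pretreated 1 hr with compounds (up to 57.5 uM final), then stimulated with LPS (250 ng/mL final) plus ATP (1.25 mM final); secreted IL-1B measured by AlphaLISA after 16 hr, decreased signal indicating inhibition.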
Active calls of the source: *; i = inactive; ? = inconclusive; . = not tested or not shown; & = joins results of further samples; [ ] = another dose, or the depositor's remark. Unless noted, calls follow the shape of the dose curve; as a rule, active = well fitted curve in the direction sought with a large enough effect; inconclusive = small, poorly fitted or top-dose-only effect, or another doubt; inactive = no such curve, though single readings can be large; an effect the other way counts as inactive or inconclusive.

Each structure is followed by: SW480 rereplic	KB-V1 MDR tox	HT1080 IDH1KD tx	D3 antag	HT1080-NT tox	GLP-1R agonist	KB-3-1 tox	D3 ag	IL-1B inflam inh
> Cc1ccc(Cl)cc1NC(=O)CN1CCN(S(=O)(=O)N2CCC(C)CC2)CC1
  ?	4%	3%	3	27%	10%	1%	0	0
> CCCCNC(=O)Oc1cccc(N2CCCC2=O)c1
  -4%	?	18%	-69*	12%	-2%	6%	5	-12
> Cc1c(C(=O)NNS(=O)(=O)c2ccccc2)sc(=S)n1C
  -8%	-1%	-16%	-1	0%	-5%	19%	-9	25
> CC(C)N1CC(C(=O)Nc2ccc(C#N)cc2)CC1=O (stereo not drawn)
  -30%	0%	7%	12	0%	-2%	12%	8	15
> CCCN(CCC)C(=O)Cn1c(=O)n(CCCCCC(=O)Nc2ccccc2)c(=O)c2sccc21
  1%	7%	10%	-27	2%	-12%	1%	-13&-3	18
> Cc1ccc(-n2cc3c(-c4cccc(Br)c4)nnc(C)c3n2)cc1
  0%	16µM*	-2%	18	2%	-12%	?	-2	-23
> c1ccc(-c2noc(CC3CCCCC3)n2)nc1
  3%	1%	2%	1	5%	21%	-2%	-2	-18
> CCc1ccc(C(=O)COC(=O)CNC(=O)Cc2ccccc2)cc1
  -6%	-5%	-5%	-10	-12%	1%	5%	3	1
> Cc1ccc(S(=O)(=O)c2c(N)n(CCCO)c3nc4ccccc4nc23)cc1
  6%	8%	-1%	-14	-22%	6%	0%	3	-13
> Cc1cccc(/C(N)=N/OC(=O)c2ccc(Cl)cc2Cl)c1
  -1%	-3%	-4%	-4	-11%	0%	-3%	-5	5
> Cn1c(=O)[nH]c(=O)c2c1nc(SCC(=O)O)n2CCOc1ccccc1
  3%	29%	1%	14	16%	2%	12%	10	27
> Cc1ccc(C)c(S(=O)(=O)N2CCN(Cc3ccc(O)c4ncccc34)CC2)c1
  ?	?	?	-2	?	6%	?	9	103
> CCN(CC)CCCNC(=O)C1c2ccccc2C(=O)N1Cc1ccc(C)cc1 (stereo not drawn)
  -3%	10%	-10%	2	6%[9.24 µM]	-16%	-1%	-3	-12
> O=C(Nc1ccccc1)C1C2CCCCC21 (stereo not drawn)
  6%	-4%	14%	14	2%	1%	-2%	1	-9
> COc1ccc(NC(=O)Cn2cc(S(=O)(=O)Cc3ccccc3)c3ccccc32)c(OC)c1
  -2%	5%	0%	38	-19%	7%	7%	5	16
> Cc1ccc(C(=O)CCC(=O)N2CCN(c3ccccc3O)CC2)cc1
  918%	?	?	23	-40%	3%	-5%	-15	8
> COc1ccc(N2CCN(S(=O)(=O)CCNC(=O)COc3ccccc3C)CC2)cc1
  -2%	-14%	-11%	12	9%	0%	-1%	-6	15
> Cn1c(=O)cc(OCC(=O)NCCCN2CCN(Cc3ccccc3)CC2)c2ccccc21
  3%	-3%	0%	0	7%	-5%	-1%	-10	0
> NC(=O)C1CCN(C(=O)CN2CCN(c3cccc(C(F)(F)F)c3)CC2)CC1
  -3%	26%	-2%	-22	7%	-11%	1%	-10	34
> OCCN1CCN(CCCc2c3c(cc4c2CCC4)CCC3)CC1
  -4%	?	0%	-5	-1%	-5%	0%	-12	-21
> COc1cccc(NC(=O)CN(C)C(=O)CCNC(=O)c2ccccc2OC)c1
  0%	1%	24%	-7	15%	9%	4%	0	10
> O=C(NCc1ccccc1)C1Cc2ccccc2CN1C(=O)c1ccco1 (stereo not drawn)
  -11%	16%	1%	3	5%	-4%	3%	2	0
> COC(=O)c1ccc(C(=O)OC)c(NC(=O)Nc2ccc3c(c2)OCO3)c1
  -4%	5%	9%	16	17%	-3%	15%	1	-29
> COc1cccc(C(=O)CSc2nnc(-c3cc(OC)c(OC)c(OC)c3)o2)c1
  -7%	-2%	2%	15	-3%	-1%	15%	24	-3
> O=C(CNC(=O)c1ccc(Cl)cc1)OCC(=O)c1ccccc1
  -1%	4%	16%	-1	0%	-3%	-24%	1	18
> COc1ccc(C)cc1NC(=S)N1CCN(c2ccccn2)CC1
  -1%	-14%	22%	-10	15%	19%	9%	2	-18
> Cc1nc2nc(CCNS(=O)(=O)c3ccc(Cl)cc3)cn2nc1C
  3%	16%	8%	-5	-8%	0%	-3%	2	9
> CC1(CCl)N([O-])C2=C(CCCC2)[N+]1=O (stereo not drawn)
  -6%	-4%	-3%	4	0%	5%	?	1	8
> CCN(CC)c1ccc(CNc2ccc(Br)cn2)cc1
  0%	?	2%	?	0%	-5%	-4%	6	-13
> CCOC(=O)CNC(=O)CSc1nnc(-c2ccncc2)n1-c1ccc(Cl)cc1
  -18%	21%	3%	32	8%	-6%	-1%	-4	-18
> N#Cc1ccc(OCC(=O)OCC(=O)Nc2sccc2C(N)=O)cc1
  -28%	?	-2%	5	-3%	-3%	-7%	1	10
> CN1CCN(/N=C2/C(=O)Nc3ccc([N+](=O)[O-])cc32)CC1
  ?	3%	-4%	-3	-7%	0%	-25%	-4	-18
> CC1CCN(S(=O)(=O)CCNC(=O)c2ccc3c(c2)OCO3)CC1
  -90%[inhibitor]	15%	14%	1	9%	10%	-2%	2	10
> O=C(Nc1ccccc1C(=O)N1CCCC1)C1COc2ccccc2O1 (stereo not drawn)
  7%	?	19%	9	12%	6%	9%	2	17
> Nc1nc(SCC(=O)Nc2ccc([N+](=O)[O-])cc2)[nH]c(=O)c1NC(=O)c1ccc(Br)cc1
  -14%	?	4%	-26	-2%	-3%	9%	-18	-12
> CCOC(=O)C1CCCN(C(=O)c2ccc(C)c([N+](=O)[O-])c2)C1 (stereo not drawn)
  1%	10%	18%	10	21%	7%	8%	1	3
> Cc1cc(NC(=O)C2CCCCC2)n(-c2nc3ccccc3[nH]2)n1
  2%	?	?	16	?	14%	?	1	-22
> COc1cccc(-c2nn(-c3ccccc3)cc2C(=O)Nc2nccs2)c1
  23%	-6%	-11%	33	-19%	-10%	0%	3	?
> Cc1ccc(S(=O)(=O)NCc2ccccc2)cc1C(=O)N(C)CC(=O)Nc1c(Cl)cccc1Cl
  0%	-16%	-1%	-21	0%	0%	2%	0	-13
> Cc1cc(C)n2nc(SCC(=O)c3ccccc3)nc2n1
  -2%	?	13%	-11	0%	0%	-3%	1	-5
> CCN(CC(=O)Nc1c(F)cccc1F)C(=O)c1ccc(=O)n(Cc2ccccc2)n1
  -38%[inhibitor]	?	-19%	-5	-9%	0%	16%	-8	i
> CSc1ccccc1NC(=O)CN(C)CC(=O)Nc1cccc(Br)c1
  -17%	-3%	-15%	-9	-29%	-1%	1%	8	-74*
> Cc1ccc2c(c1)-c1cc(C)ccc1C2=O
  -9%	0%	-6%	10	18%	11%	2%	1	-3
> CCOc1ccc(S(=O)(=O)Nc2cccc(C(=O)N(C)CC(=O)Nc3cccc(OC)c3)c2)cc1
  -8%	0%	-6%	?	-3%	13%	?	-10	-4
> CC(C)(C)OC(=O)N1CCC(C(=O)Nc2ccc(C(=O)N3CCCC3)cc2)CC1
  -3%	0%	11%	-4	10%	1%	0%	4	-20
> COC(=O)[C@H](CCSC)NC(=O)NCc1cccs1
  -3%	10%	-1%	-24	5%	12%	-2%	-4	7
> O=C(CC1CCCC1)NCCS(=O)(=O)N1CCN(c2ccccc2F)CC1
  -6%	-5%	-14%	27	-11%	0%	4%	1	13
> C[C@H](NC(=O)OCc1ccccc1)c1nnc([C@H](Cc2ccccc2)NC(=O)OC(C)(C)C)o1
  1%	3%	3%	-5	-4%	17%	5%	13	34
> O=C(c1cc2ccccc2oc1=O)N(c1ccccc1)C1C=CS(=O)(=O)C1 (stereo not drawn)
  ?	10%	0%	-4	-3%	2%	6%	5	-54*
> O=c1cc(-c2ccc(Cl)cc2)nc(N2CCN(c3ccccc3)CC2)[nH]1
  ?	23%	7%	8	8%	1%	12%	9	16

Next part:
Each structure is followed by: SW480 rereplic	KB-V1 MDR tox	HT1080 IDH1KD tx	D3 antag	HT1080-NT tox	GLP-1R agonist	KB-3-1 tox	D3 ag	IL-1B inflam inh
> CCOc1ccc(-c2nc(S(=O)(=O)c3ccccc3)c(N3CCC(C(N)=O)CC3)o2)cc1
  ?	?	4%	14	-3%	-4%	-2%	6	6
> CC(C)Cc1nnc(NC(=O)CN2C(=O)C3CCCCC3C2=O)s1 (stereo not drawn)
  -2%	-14%	-6%	-14	-5%	6%	23%	-10	3
> CCN(CC)S(=O)(=O)c1ccc(O)c(NC(=O)COc2ccc(S(=O)(=O)N3CCOCC3)cc2)c1
  2%	8%	0%	-24	4%	-14%	?	1	5
> CCCCn1c(N)c(N(CCOC)C(=O)c2c(-c3ccccc3)noc2C)c(=O)[nH]c1=O
  -2%	4%	0%	2	-5%	-1%	1%	-1	5
> CC(NC(=O)CSc1n[nH]c(N)n1)c1ccccc1 (stereo not drawn)
  -10%	?	3%	4	3%	2%	7%	3	29
> CCC1(C)N([O-])C(C)=C(c2ccccc2)[N+]1=O (stereo not drawn)
  -2%	-2%	15%	14	21%	-3%	14%	3	16
> N#Cc1ccsc1NC(=O)CN1C(=O)NC2(CCCCC2)C1=O
  -27%	1%	6%	1	0%	-2%	-5%	3	20
> c1ccc(N2CCN(c3ncccn3)CC2)cc1
  -6%	1%	10%	-4	6%	3%	8%	-5	-6
> COC(=O)C[C@@H]1CC[C@H](NC(=O)Cc2ccccn2)[C@@H](CO)O1
  .	8%	26%	14	22%	.	-3%	6	19
